Screens deposited in PubChem by several laboratories.
SMARCA2 act: SMARCA2 (BRM) function activators, primary screen, cell-based, luminescence, high throughput; AID 652017, 2013; activation, % at 9.1 µM; MG213 cells, MMTV-luciferase reporter, dexamethasone, overnight; hit rate 1% among 370,000; in the data active means activation above about 7.8%;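 further: 0% = vehicle wells and 100% = reference activator wells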
ABHD4 inh: ABHD4 inhibitors, primary screen, biochemical, fluorescence polarization, mouse; inhibition, % at 8.92 µM; purified mABHD4, FP-Rh probe fluorescence polarization; AID 720543, 2013; hit rate 0.54% among 370,000; (Lyso)-N-acylphosphatidylethanolamine lipase (Mus musculus), Q8VD66;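 active means inhibition exceeding the mean over every tested compound plus 3 SD, cut at about 30% in these data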;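 further: 0% = plate median of compound wells and 100% = S159A mutant with DMSO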
Target sequence (Q8VD66 whole entry, looked up): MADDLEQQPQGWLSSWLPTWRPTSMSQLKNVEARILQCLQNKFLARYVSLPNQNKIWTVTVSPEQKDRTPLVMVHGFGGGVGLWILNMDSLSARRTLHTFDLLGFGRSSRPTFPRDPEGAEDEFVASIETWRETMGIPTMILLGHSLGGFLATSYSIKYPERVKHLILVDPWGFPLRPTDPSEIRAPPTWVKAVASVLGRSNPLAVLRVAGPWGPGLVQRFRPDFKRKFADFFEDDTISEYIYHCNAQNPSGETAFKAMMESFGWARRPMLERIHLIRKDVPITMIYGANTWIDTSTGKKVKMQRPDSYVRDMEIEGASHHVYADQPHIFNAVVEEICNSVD
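system = mouse ABHD4 enzyme, wild type | medium = HEPES pH 7.0, NaCl, Pluronic buffer | also added = FP-Rh probe | incubation = Enzyme–compound pre-incubation 45 min, then probe 60 min, both 25 °C | technique = fluorescence polarization, excitation 525 nm, emission 598 nm, BODIPY TMR filters | controls = S159A mutant high control, sample median low control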
Rev-erbA mod: modulators of Rev-erb alpha DNA binding, primary screen, biochemical, FITC-DNA, fluorescence polarization, uHTS; Nuclear receptor subfamily 1 group D member 1 (Homo sapiens), P20393; Rev-erbα–FITC-DNA binding, 90 min; activity, % at 10 µM; hit rate 0.79% among 370,000;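 active means activity above about 14%, limit read from the data; passing the limit was not always enough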;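 further: 0% = DMSO wells with 35 nM protein and 100% = DMSO wells with 750 nM protein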
ARFGAP1 inhibitor: inhibitors of rat ARFGAP1 GAP activity, primary screen, biochemical, fluorescence polarization, GDP tracer; inhibition, % at 16.5 µM; AID 651572, 2012; hit rate 0.26% among 360,000; Arfgap1-stimulated ARF1 GTP hydrolysis, GDP FP detection; ADP-ribosylation factor GTPase-activating protein 1 (Rattus norvegicus), Q62848;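 active means inhibition above a per-plate limit, mean inhibition of low control wells plus 3 SD, cut at about 25% in these data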;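 further: 0% = DMSO wells with enzyme and 100% = wells lacking Arfgap1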
Target sequence (Q62848 1-136 limits assumed): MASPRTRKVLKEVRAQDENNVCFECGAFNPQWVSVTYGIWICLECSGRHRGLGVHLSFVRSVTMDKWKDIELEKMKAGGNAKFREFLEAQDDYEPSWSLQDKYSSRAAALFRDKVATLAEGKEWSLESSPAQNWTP
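Assay system: purified rat His6-Arfgap1 residues 1-136 (GAP domain); Reagent: human Δ17 ARF1 bound to GTP; Dosing: 16.5 µM single point, 1.26% DMSO; Times: GTP hydrolysis reaction 2 h at 25 °C; Signal: FP, GDP Alexa 633 tracer displaced from anti-GDP antibody, 620/688 nm; Measure: % inhibition from polarization.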
GC-B act: human GC-B receptor activators, primary screen, HEK293 GC-B cells, cGMP TR-FRET, EC30 CNP | Atrial natriuretic peptide receptor 2 (Homo sapiens), P20594 | 0% at EC30 CNP, 100% saturating CNP | activation, % at 10 µM | hit rate 0.11% among 370,000;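 active means activation at 10 µM reaching about 35% in either raw or pattern-adjusted values, limit read from the data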
HTRA1 inh: HTRA1 serine protease inhibitors, primary screen, biochemical, fluorescence polarization, HTS | recombinant HTRA1, FP-rhodamine activity-based probe | inhibition, % at 5.96 µM | hit rate 0.5% among 340,000 | AID 504803, 2011; in the data active means inhibition above about 36%;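 further: 0% = enzyme with DMSO and 100% = wells lacking enzyme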
Target sequence (Q92743 whole entry, looked up): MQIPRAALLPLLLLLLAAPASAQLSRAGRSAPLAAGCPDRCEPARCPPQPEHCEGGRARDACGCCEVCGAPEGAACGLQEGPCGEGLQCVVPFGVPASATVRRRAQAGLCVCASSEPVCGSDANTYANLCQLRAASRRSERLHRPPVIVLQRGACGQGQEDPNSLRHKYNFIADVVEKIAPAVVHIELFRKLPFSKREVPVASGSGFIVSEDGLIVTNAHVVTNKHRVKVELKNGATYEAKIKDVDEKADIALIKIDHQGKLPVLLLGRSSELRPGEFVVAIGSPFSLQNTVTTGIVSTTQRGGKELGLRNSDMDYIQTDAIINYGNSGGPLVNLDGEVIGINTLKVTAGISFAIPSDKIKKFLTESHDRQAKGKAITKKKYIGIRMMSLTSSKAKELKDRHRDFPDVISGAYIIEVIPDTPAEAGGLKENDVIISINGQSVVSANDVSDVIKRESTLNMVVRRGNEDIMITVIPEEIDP
rCAG binder: binders of r(CAG) RNA repeats, primary screen, biochemical, fluorescence; r(CAG) RNA repeat, TO-PRO-1 dye displacement fluorescence; inhibition, % at 3 µM; hit rate 1.3% among 370,000; AID 651821, 2012;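 active means inhibition above the plate cutoff, the mean of all test compounds on that plate plus 3 SD, cut at about 35% in these data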;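 further: 0% = DMSO alone and 100% = 100 µM mitoxantrone as full dye displacement; higher means more dye released from RNA so lower well fluorescence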
PG9 Ab binder: binders of HIV-1 gp120 antibody PG9, primary screen, biochemical, TR-FRET; inhibition, % at 6.7 µM; TR-FRET gp120-PG9 antibody binding; hit rate 0.43% among 360,000; in the data active means inhibition above about 8.5%
NPR1 activator: GC-A stimulated cGMP production enhancers – HEK293 GC-A cells, cGMP TR-FRET, EC30 ANP, primary screen; AID 1671463, 2021; activation, % at 10 µM; Atrial natriuretic peptide receptor 1 (Homo sapiens), P16066; hit rate 0.14% among 370,000; 0% at EC30 ANP, 100% saturating ANP; in the data active means activation above about 40%
ASAP1 GAP inh: inhibitors of human ASAP1 ArfGAP activity, primary screen, biochemical, fluorescence polarization | AID 624377, 2012 | inhibition, % at 16.5 µM | ASAP1-stimulated ARF1 GTP hydrolysis, GDP FP detection | hit rate 0.19% among 360,000; in the data active means inhibition above about 25%;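 further: 0% = vehicle with enzyme and substrate and 100% = no enzyme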
An asterisk follows results filed as active; nt = no result given.

SMILES	SMARCA2 act	ABHD4 inh	Rev-erbA mod	ARFGAP1 inhibitor	GC-B act	HTRA1 inh	rCAG binder	PG9 Ab binder	NPR1 activator	ASAP1 GAP inh
COc1ccccc1C=CC(=O)C=Cc1ccccc1OC	2.5	-6.7	-6.3	10.4	-6.4	-33.2	3.0	-0.9	-7.6	3.4
O=C(Nc1ccc2c(c1)C(=O)N(c1ccccc1)C2=O)c1cccs1	-3.1	1.9	19.6*	4.2	9.0	1.4	1.7	21.7*	4.3	4.5
COC(=O)c1ccccc1Sc1ncnc2onc(C)c12	-0.3	1.4	-4.4	8.3	-0.8	-5.3	-2.7	0.2	2.3	-9.3
CCOC(=O)N(CC)OC(=O)Nc1ccc(Cl)cc1	1.6	-2.1	0.4	8.9	-3.2	-3.8	0.9	-1.3	3.0	1.0
CS(=O)(=O)N1CCN=C1SCc1ccc([N+](=O)[O-])cc1	-1.4	2.7	1.6	-6.0	-2.8	6.5	-4.6	-1.9	0.3	-2.0
CCCCN(Cc1ccccc1)S(=O)(=O)c1ccc2c(c1)n(C)c(=O)c(=O)n2C	-4.2	-2.7	44.6*	3.9	-5.9	4.5	2.8	-1.1	-0.5	-11.1
COc1ccc(C(=O)NC(=O)CSc2nc3nc(C)cc(C)n3n2)cc1	2.0	3.9	-1.0	-3.3	-4.4	3.9	2.7	1.8	-4.5	-6.2
CCN(CC)C(=O)CC[C@@H]1CC[C@]2(CCCN(C(=O)c3ccccc3)C2)O1	0.2	1.0	-4.5	nt	-5.5	nt	-1.5	nt	3.2	nt
CCN(CC)S(=O)(=O)c1ccc(N/N=C(\C)c2cccnc2)nc1	-2.4	1.7	-4.6	2.8	-3.4	-4.1	-4.5	-0.7	1.8	-8.8
O=C(Cn1nnc(-c2ccc(Cl)cc2)n1)N1CCN(C(=O)c2ccco2)CC1	-3.0	-3.7	-2.3	-5.2	5.2	3.6	-0.2	1.1	3.1	4.0
Cc1cc(C)cc(NC(=O)C(NCC2CCCO2)c2ccccc2)c1 (configuration not stated)	-2.1	11.1	-0.5	7.8	-18.8	-2.7	-5.0	0.8	-20.5	3.9
COc1cc(/C=C/C(=O)OCC(=O)N2CCCC2)cc(OC)c1OC	-1.7	3.2	2.7	8.4	7.3	3.6	0.2	0.7	-0.6	3.1
Cc1nn(C)c(C)c1CN(Cc1nc(-c2ccc(F)cc2F)oc1C)C1CC1	-1.9	-10.4	-0.8	-3.7	-3.8	2.8	-4.4	-0.9	-0.7	-0.3
CC1(c2ccc(Cl)cc2)NC(=O)CS1 (configuration not stated)	0.9	5.2	3.1	-5.1	0.4	4.9	-1.4	-1.3	2.6	-8.1
Cc1cc(C)nc(NS(=O)(=O)c2ccc(NC(=O)c3ccc(N4C(=O)CCC4=O)cc3)cc2)n1	0.6	6.4	-2.9	3.3	0.8	-4.1	5.4	-0.9	-1.7	5.3

3 of the entries above in order of the SMARCA2 act value, high to low:
| molecule | SMARCA2 act | ABHD4 inh | Rev-erbA mod | ARFGAP1 inhibitor | GC-B act | HTRA1 inh | PG9 Ab binder | NPR1 activator | ASAP1 GAP inh |
| --- | --- | --- | --- | --- | --- | --- | --- | --- | --- |
| COc1ccccc1C=CC(=O)C=Cc1ccccc1OC | 2.5 | -6.7 | -6.3 | 10.4 | -6.4 | -33.2 | -0.9 | -7.6 | 3.4 |
| CCOC(=O)N(CC)OC(=O)Nc1ccc(Cl)cc1 | 1.6 | -2.1 | 0.4 | 8.9 | -3.2 | -3.8 | -1.3 | 3.0 | 1.0 |
| COc1cc(/C=C/C(=O)OCC(=O)N2CCCC2)cc(OC)c1OC | -1.7 | 3.2 | 2.7 | 8.4 | 7.3 | 3.6 | 0.7 | -0.6 | 3.1 |

Next results.
SMILES	SMARCA2 act	ABHD4 inh	Rev-erbA mod	ARFGAP1 inhibitor	GC-B act	HTRA1 inh	rCAG binder	PG9 Ab binder	NPR1 activator	ASAP1 GAP inh
COC(=O)Cc1csc(/N=C/c2c(O)n(-c3cccc(C(F)(F)F)c3)c(=O)c3ccccc23)n1	-2.1	0.3	18.0	2.9	-4.7	5.8	-0.9	-0.4	-0.1	-4.7
N#CC1=C(N)Oc2n[nH]c(-c3cccs3)c2C1c1ccccc1C(=O)O (configuration not stated)	-0.8	6.5	4.3	2.4	-2.0	3.9	2.6	-1.0	0.9	-7.5
COc1ccc(C(C(=O)NCC2CCCO2)N(C(=O)c2snc(C(N)=O)c2N)c2ccccc2C)cc1OC (configuration not stated)	-1.5	6.9	-2.1	3.3	3.3	2.2	-4.4	-0.2	-10.2	3.9
CCOC(=O)N1CCN(CC(=O)Nc2sc(CC)cc2C(=O)c2ccc(OC)cc2)CC1	-1.2	-10.4	-0.1	6.5	2.6	-32.1	-0.5	0.8	5.9	-2.5
Cc1cccc(-n2ncc(C(=O)NC3CCCC3)c2C2CCN(C(=O)OC(C)(C)C)CC2)c1	-4.4	-1.1	4.1	15.5	4.7	-8.3	-7.4	0.1	3.1	-4.2
COc1ccc(N=C2S/C(=C\c3ccc(Cl)c([N+](=O)[O-])c3)C(=O)N2CCN(C)C)cc1	-6.6	26.4	2.0	-1.3	4.2	-6.2	1.6	-0.2	20.0	6.9
O=C(c1cnccn1)N1CCN(c2ccccc2F)CC1	4.3	0.3	-1.9	4.6	1.7	2.6	2.3	-1.7	-5.2	-1.6
c1ccc2[nH]c(SCc3cscn3)nc2c1	0.4	1.4	-2.5	5.1	3.9	7.6	0.3	-1.9	0.5	-0.3
CCOc1cccc(N(C(=O)C2COc3ccccc3O2)C(C(=O)NC2CCCCC2)c2ccc(O)cc2)c1 (configuration not stated)	-1.5	-11.8	4.3	10.4	0.5	-6.9	3.3	-1.5	-2.4	-4.8
CC1CCCC(C)N1S(=O)(=O)c1ccc(NC(=O)c2ccccc2C(=O)N2CCOCC2)cc1 (configuration not stated)	0.9	-2.9	0.0	5.4	-1.1	16.5	-8.4	0.2	2.2	-4.6
O=C(Nc1ccc(-c2noc(-c3ccccc3F)n2)cc1)c1cccs1	0.6	3.9	21.0	11.3	-6.1	-7.6	2.6	0.2	-23.1	3.5
N#CCCN(C(=O)Nc1ccc(Cl)cc1)c1ccccc1	2.3	0.8	0.4	0.7	4.8	-11.6	0.9	-2.1	-0.1	7.5
CC(C)n1nccc1N(Cc1ccc(Cl)cc1)S(=O)(=O)c1ccccc1	-1.8	-8.4	-1.4	-4.8	-3.9	-20.9	0.3	-0.9	-11.0	-0.3
Cc1ccc(-c2cc(C(=O)NN)n[nH]2)o1	-3.4	-1.9	-0.5	2.4	4.6	nt	0.7	0.8	0.1	-13.5
COc1ccc(Cl)c(CNC[C@H]2O[C@@H](n3cnc(C(N)=O)n3)[C@H](O)[C@@H]2O)c1	-1.9	9.6	-4.4	3.7	2.6	9.2	-0.2	0.1	1.2	-2.7
CC(C(=O)N1CCN(C(=O)c2ccco2)CC1)n1sc2ccccc2c1=O (configuration not stated)	0.1	9.6	1.5	-9.0	1.1	-6.5	-1.6	-3.4	1.8	-16.3
CN1C(=O)N(c2ccccc2)C(Nc2nncs2)C1(C)C (configuration not stated)	1.6	0.6	-4.6	10.9	2.1	9.2	-0.4	1.5	0.6	-1.7
Cn1nc(C(F)(F)F)c(-c2cccc(C(F)(F)F)c2)c1NC(=O)Nc1ccc(F)cc1	-7.5	-7.7	6.2	11.5	7.6	nt	4.1	-0.7	1.6	12.6
C=CCn1c(C)cc(C(=O)COC(=O)c2n[nH]c(=O)c3ccccc23)c1C	4.6	1.4	-2.4	12.4	-3.5	-5.8	2.5	-0.9	1.5	-0.9
C=CCn1c(SCc2cc(=O)n3ccsc3n2)nc2cc(Cl)ccc2c1=O	-3.3	-3.2	1.6	6.0	-23.2	3.5	0.3	-2.6	-46.2	-1.4
C/C(=N\NC(=O)COc1ccc(C(C)(C)C)cc1)c1ccc(-n2ccnc2)cc1	-0.2	3.1	-5.3	-3.5	-0.8	-27.9	0.7	-1.7	-8.1	-0.9
Cc1ccccc1OCCC(=O)Nc1ccc(N2CCOCC2)cc1N1CCOCC1	6.2	7.1	5.2	6.5	-2.1	-2.9	-7.3	-1.1	-2.0	0.4
OC(c1ccc(Cl)cc1)c1ncc(-c2cccc(C(F)(F)F)c2)[nH]1 (configuration not stated)	0.8	-20.5	8.0	1.9	-1.8	nt	1.3	-0.2	0.5	-3.6
O=C(NC1CC1)C1Nc2ccc(OC(F)(F)F)cc2C2C=CCC12 (configuration not stated)	3.4	28.0	-5.7	-3.7	-1.2	48.3*	42.5*	-0.4	1.5	12.0
CCN1C(=O)[C@@H]2[C@@H](c3ccc(-c4ccccc4)cc3)N3CCC[C@@]3(C(=O)OC)[C@@H]2C1=O	0.1	4.5	-4.9	-6.7	-0.2	1.9	0.7	0.4	1.1	4.2
O=C(CSc1nc(-c2ccccc2)cs1)N1CCc2ccccc21	-3.3	-4.2	1.8	-3.0	-6.8	-3.5	-2.6	-0.9	-4.2	-1.6
CC(NC(=O)C1CCN(C(=O)c2ccc(F)cc2)CC1)c1ccc(-n2ccnc2)cc1 (configuration not stated)	-2.5	-15.5	-1.8	-3.2	-1.0	-2.9	1.9	2.1	1.8	11.1
Clc1cc(Cl)c2nc(N3CCCCC3)sc2c1	0.1	-3.1	6.4	2.5	-3.5	-7.5	2.9	-1.7	7.7	-4.6
COc1ccc(-c2nn(-c3ccccc3C)cc2CNCCc2cnc[nH]2)cc1F	2.7	-3.3	1.5	-5.1	3.6	-18.9	6.8	-3.3	3.1	-6.7
O=C(NCCCCc1ccccc1)Nc1ccc(F)cc1F	2.4	-0.4	-0.5	13.0	-0.5	-6.3	-2.6	-2.8	1.5	2.8
Cn1cc(CNC(=O)Nc2ccc3c(c2)OCO3)cn1	-2.8	4.7	-2.1	10.9	3.3	6.4	2.1	-0.6	-3.7	-2.4
O=C1c2ccccc2C(=O)N1OCCOCCOCCBr	-3.6	4.4	-2.8	4.5	2.0	9.8	-4.2	0.7	1.7	4.5
COc1cc(CCC(=O)Nc2nccs2)cc(OC)c1OC	0.4	-9.2	-1.1	7.3	0.8	2.1	-3.9	1.3	0.8	5.2
COc1ccc(-c2nc(NC(=O)c3c(C)noc3C)sc2C)cc1	-3.2	-4.4	4.3	-0.5	4.6	-2.5	-4.3	2.5	5.2	-13.3
Cc1ccc(S(=O)(=O)NCc2csc(C)n2)cc1	-1.1	4.9	6.3	-5.5	2.9	-4.1	-7.5	0.7	4.0	-6.6
CN(C)c1ccc(C(=O)C(=O)c2ccccc2)cc1	-0.4	6.0	-6.5	-2.2	-5.1	1.2	5.0	-1.6	5.4	3.2
Cc1[nH]n(-c2ccccc2)c(=O)c1N=Nc1ccccc1C(=O)N1CCCCC1	-2.0	-8.0	8.1	-8.1	-8.0	-4.1	3.2	-1.8	-8.2	0.4
